Source: PubChem BioAssay (National Center for Advancing Translational Sciences (NCATS))
Tau FP inhib – tau fibrillization inhibition (FP). P10636. K18 P301L tau heparin fibrillization, Alexa594 FP, 6 h. Potency, µM (highest dose often 57.7 µM), without a hit: at the highest dose activity, negative = inhibition, actives largely listed as inhibitors. 280,000 tested, 0.39% active. AID 1468; note: nearly all actives have a fitted effect of over 55% in size
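Heparin (20 uM) drove fibril formation of recombinant tau K18 P301L, 15 uM unlabeled with 0.24 uM Alexa 594 label, for 6 hr at 37 C in 100 mM sodium acetate pH 7. Fluorescence polarization (555/632 nm) read 1 hr after 30 uM ThT.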
RECQ1 helicase – blocks DNA unwinding by human RECQ1 | P46063 | AID 2549 | 240,000 tested, 0.54% active | Potency, µM (top dose mostly 57.3 µM), for the others: at the top dose activity, negative = inhibition, actives largely listed as inhibitors | RECQ1 DNA unwinding, red fluorescence kinetic read;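 note: plate controls were vehicle for no effect and no enzyme for full effect; nearly all actives have a fitted effect of over 30% in size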
Target sequence (P46063 whole entry, looked up): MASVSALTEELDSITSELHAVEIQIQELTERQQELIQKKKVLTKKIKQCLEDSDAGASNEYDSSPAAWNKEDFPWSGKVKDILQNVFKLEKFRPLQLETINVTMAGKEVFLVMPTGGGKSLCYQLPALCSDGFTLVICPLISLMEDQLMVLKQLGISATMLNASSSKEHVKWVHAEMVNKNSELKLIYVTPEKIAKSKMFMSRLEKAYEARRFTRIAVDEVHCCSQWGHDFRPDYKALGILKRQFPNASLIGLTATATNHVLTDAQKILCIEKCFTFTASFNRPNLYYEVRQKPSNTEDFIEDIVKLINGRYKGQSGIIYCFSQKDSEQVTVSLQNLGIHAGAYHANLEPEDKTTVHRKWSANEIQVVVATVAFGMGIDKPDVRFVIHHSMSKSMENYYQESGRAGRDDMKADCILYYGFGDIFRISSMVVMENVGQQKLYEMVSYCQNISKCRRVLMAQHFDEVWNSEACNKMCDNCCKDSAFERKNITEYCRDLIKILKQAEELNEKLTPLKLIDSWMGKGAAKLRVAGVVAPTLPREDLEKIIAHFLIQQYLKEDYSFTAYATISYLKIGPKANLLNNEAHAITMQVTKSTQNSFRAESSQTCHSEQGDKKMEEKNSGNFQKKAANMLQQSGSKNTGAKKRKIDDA
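RECQ1T1 50 nM; forked duplex (20 bp + 30-nt ss tails) 200 nM, ATP 2 mM final; pH 8.0, 2 mM MgCl2, 2.5 ug/ml poly(dI-dC); 15 min compound preincubation; discontinuous kinetic read over 2 h at RT.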
Tau fibril ThT – tau fibrillization inhibition (ThT binding); P10636; recombinant tau K18 P301L (four-repeat tau fragment), heparin-induced fibrillization, ThT fluorescence; Potency, µM (series often up to 57.4 µM), without a hit: top-dose activity, negative = inhibition, most hits filed as inhibitors; 270,000 tested, 2.1% active; AID 1460; note: nearly all actives have a fitted effect of over 55% in size
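Tau K18 P301L fragment (15 uM unlabeled plus 0.24 uM Alexa 594-labeled) in 100 mM sodium acetate pH 7 with compound, fibrillization induced by 20 uM heparin for 6 hr at 37 C. Thioflavin T (30 uM) added, fluorescence read after 1 hr (ex 450, em 510 nm).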
TRb-SRC2 inh – inhibitors of human thyroid hormone receptor beta-SRC2 interaction. 280,000 tested, 0.065% active. TRbeta-SRC2 peptide binding, fluorescence polarization; receptor liganded with 1 µM T3. Potency, µM (series often up to 106 µM), for the others: at the top dose activity change, negative = inhibition, actives largely listed as inhibitors. AID 1469. P10828;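 note: plate controls were bound peptide for no effect and peptide without receptor for full effect; nearly all actives have a fitted effect of over 50% in size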
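Decrease in fluorescence polarization of 20 nM Texas Red SRC2 coactivator peptide flagged inhibition of its binding to 0.6 uM TRb LBD; 1 uM T3 included, incubation 5 hr, ex 555/em 632 nm.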
TexasRed fluor – counter-screen for TRb-SRC2 inhibitors: fluorescence interference; TRb/SRC2 Texas Red total fluorescence interference; Potency, µM (series often up to 106 µM), for inactives: at the top dose fluorescence change, negative = quenching; 280,000 tested, 0.29% active; AID 1479; active = well fitted curve in either direction with a large enough effect; inconclusive = small, poorly fitted or top-dose-only effect
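Flags fluorescent or light-absorbing compounds by total fluorescence, S + 2P, at 555 nm excitation and 632 nm emission. Mixture: 20 nM Texas Red SRC2 peptide, 0.6 uM human TRb LBD, 1 uM T3, 5% DMSO; compound exposure 5 h at ambient temperature.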
L3MBTL1 inh – blocks human L3MBTL1. Q9Y468. 230,000 tested, 0.66% active. Potency, µM (top dose mostly 57.1 µM), for the others: at the top dose activity, negative = inhibition, most hits filed as inhibitors. AlphaScreen L3MBTL1–H3K9me1 peptide binding; note: nearly all actives have a fitted effect of over 60% in size
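Displacement of a biotinylated histone H3(1-15) peptide monomethylated at Lys9 (75 nM) from L3MBTL1 (50 nM) was measured by AlphaScreen after a 30 min room-temperature compound incubation; cefsulodin titration served as intraplate control.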
GoLoco inh red – RGS12 GoLoco-Gai1 interaction inhibition; P63096; Gai1:RGS12 GoLoco peptide FP, rhodamine, 10 min; 230,000 tested, 0.44% active; Potency, µM (titrated, usually from 61.6 µM), inactives show at the highest dose activity, negative = inhibition, most hits filed as inhibitors; active = well fitted inhibition curve with a large enough effect, not every such curve was filed as active; inactive = no such curve, though single readings can be large or run the other way; note: nearly all actives have a fitted effect of over 30% in size; many of its hits are not listed in these tables
Target sequence (P63096 whole entry, looked up): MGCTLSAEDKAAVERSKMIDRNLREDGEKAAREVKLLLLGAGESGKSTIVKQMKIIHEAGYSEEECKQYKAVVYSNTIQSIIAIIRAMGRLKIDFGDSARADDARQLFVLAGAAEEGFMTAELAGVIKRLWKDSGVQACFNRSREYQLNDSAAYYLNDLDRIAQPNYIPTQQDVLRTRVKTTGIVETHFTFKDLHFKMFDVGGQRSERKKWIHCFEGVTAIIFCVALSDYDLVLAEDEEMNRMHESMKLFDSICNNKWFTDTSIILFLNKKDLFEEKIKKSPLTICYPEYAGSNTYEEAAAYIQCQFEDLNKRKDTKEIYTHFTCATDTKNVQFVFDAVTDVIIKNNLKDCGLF
JMJD2E inh – blocks human JMJD2E demethylase activity | B2RXH2 | JMJD2E catalytic domain, FDH-coupled NADH fluorescence (FDH is formaldehyde dehydrogenase) | Potency, µM (series often up to 57.1 µM), without a hit: at the highest dose activity change, negative = inhibition, most hits filed as inhibitors | 230,000 tested, 1.6% active | AID 2147; active = well fitted inhibition curve with a large enough effect, not every such curve was filed as active; inconclusive = small, poorly fitted or top-dose-only effect, or another doubt; inactive = no such curve, though single readings can be large or run the other way;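 note: 0% = wells with enzyme and -100% = buffer wells without enzyme; nearly all actives have a fitted effect of over 50% in size; many of its hits are not listed in these tables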
Starred values were filed as active, the others as inactive; i = inactive; ? = inconclusive; · = not tested or not shown; & = joins results of further samples; [ ] = dose if it differs, or a comment. Unless noted, calls come from the whole dose curve; as a rule, active = well fitted curve in the direction sought with a large enough effect; inconclusive = small, poorly fitted or top-dose-only effect, or another doubt; inactive = no such curve, though single readings can be large; an effect the other way counts as inactive or inconclusive. Unless noted, % is set by controls: 0 for no effect and ±100 for the full control effect; potency is the fitted concentration of half-maximal effect.

smiles | Tau FP inhib | RECQ1 helicase | Tau fibril ThT | TRb-SRC2 inh | TexasRed fluor | L3MBTL1 inh | GoLoco inh red | JMJD2E inh
CCN1CCN(c2c(S(=O)(=O)c3ccccc3)cnc3ccc(Cl)cc23)CC1 | 3.6% | · | -11.5% | -16.7% | ? | · | · | ·
O=C(NCc1ccc2c(c1)CCO2)Nc1cccc(C(F)(F)F)c1 | ? | i | 7.2% | 4.3% | 0.7% | 9.6% | 12.5% | 2.1%
CN1c2ccccc2C(=O)/C(=C\Nc2ccc(F)cc2)S1(=O)=O | ? | -0.7% | -7.0% | -3.7% | -2.7% | 2.6% | -0.6% | ?
C=CC[n+]1c(-c2ccc(Cl)cc2Cl)csc1Nc1c(C)n(C)n(-c2ccccc2)c1=O | -2.8% | i | ? | 3.0% | 2.3% | -4.0% | 6.5% | 3.1%
Cc1nn(Cc2ccc(Cl)c(Cl)c2)c(C)c1NC(=O)c1noc2c1CCc1ccccc1-2 | -7.1% | · | -7.9% | 2.5% | -20.0% | · | · | ·
Cc1ccc(NC2=C(Cl)C(=O)OC2OC(=O)c2ccco2)cc1C (stereo unspecified) | -10.0% | -0.8% | ? | -1.6% | -2.8% | -4.8% | 14.8% | -7.0%
Cc1nc2nc[nH]n2c(=O)c1CC(=O)O | 8.4% | -3.3% | -6.5% | 4.5% | -3.4% | · | 6.5% | 0.6%
CC(=O)c1c(C)[nH]c(C(=O)Nc2cccc(S(=O)(=O)N3CCOCC3)c2)c1C | ? | -0.1% | 3.9% | -5.2% | -9.2% | -3.4% | 11.1% | -4.2%
CC(C)(C)c1cc(C(=O)NN)n(Cc2ccc(F)cc2)n1 | -5.6% | -1.2% | -1.1% | 12.7% | -0.1% | -0.7% | -0.8% | 26.7%
Cc1noc(NS(=O)(=O)c2ccc(NC(=O)COc3ccc(Cl)cc3Cl)cc2)c1C | 11.6% | 9.3% | ? | -23.2% | -2.7% | · | 13.8% | 4.0%
CCOC(=O)c1csc(NC(=O)c2ccccc2)n1 | 1.8% | -3.4% | -10.8% | 5.6% | 0.7% | · | 8.1% | 6.9%
COC(=O)C(Cc1c[nH]c2ccccc12)NC(=O)COc1cccc(C)c1 (stereo unspecified) | 5.9% | · | -6.7% | 0.3% | 4.9% | · | · | ·
CCn1c(COc2ccccc2)nnc1SCC(=O)c1cccc([N+](=O)[O-])c1 | 9.0% | i | ? | -3.1% | -5.9% | -3.2% | 1.4% | 3.1%
O=C(O)/C=C/C(=O)N(Cc1ccc2c(c1)OCO2)C1CC(=O)N(CCc2ccccc2)C1=O (stereo unspecified) | 3.4% | i | 1.2% | 1.6% | 1.3% | 1.2% | 6.7% | 2.3%
O=C1/C(=C/c2ccc(F)cc2)SC(=S)N1Nc1ncc(C(F)(F)F)cc1Cl | -14.1% | -10.0% | ? | 2.0% | -4.4% | · | -3.8% | -6.7%
CCCCCCC1CC(CCc2nc(=S)[nH][nH]2)C(=O)O1 (stereo unspecified) | 0.0% | i | 2.4% | -0.1% | -0.8% | -1.3% | -1.1% | 9.8%
COC(=O)c1ccccc1S(=O)(=O)NC(=O)c1ccccc1 | 4.7% | -5.7% | 0.2% | -16.9% | 1.2% | 10.3% | 0.0% | 9.8%
C/C(=N\NC(=O)C1CC1)c1ccccc1O | 1.7% | -8.5% | -3.4% | 3.6% | -2.9% | 2.7% | 8.4% | ?
COc1cccc(-c2cc(C(=O)Nc3cccnc3Cl)no2)c1 | 2.2% | · | -2.2% | -2.5% | ? | · | · | ·
CSc1sc(-c2n[nH]c(=S)n2C)c2c1C=CCC2 | -12.9% | -16.7% | · | 4.2% | -2.0% | · | 2.7% | ?
COc1cccc(-c2cc(NCc3cccs3)ncn2)c1 | -12.3% | i | -13.1% | 1.6% | ? | · | 6.0% | -5.7%
COc1ccc(N2C(=O)CC(N3CCC(c4nc5ccccc5[nH]4)CC3)C2=O)cc1 (stereo unspecified) | 5.1% | -10.6% | -15.7% | -3.1% | -4.5% | · | -0.8% | 14.1%
Cc1ccc(NC(=O)c2cccc(OCc3c(C)noc3C)c2)cc1S(=O)(=O)Nc1ccccc1Cl | ? | i | 2.2% | 7.1% | 0.9% | -2.7% | 4.4% | ?
CNC(=S)N1CCN(c2cccc(OC)c2)CC1 | -5.6% | 1.1% | -9.3% | -2.6% | -0.1% | 5.2% | 2.6% | -1.2%
CCN(CC)S(=O)(=O)c1ccc(N2CCCC2)c(NS(=O)(=O)c2cccs2)c1 | 3.3% | -13.3% | -11.8% | -2.6% | 1.6% | -2.8% | -3.4% | -20.1%
CCc1nnc(NS(=O)(=O)c2ccc(N=Cc3c(C)[nH]n(-c4ccc(C)c(C)c4)c3=O)cc2)s1 | 10.7% | 3.3% | -6.5% | -3.5% | 4.9% | -2.5% | 1.5% | -0.6%
COc1ccc(C)cc1NC(=O)CSc1ccc(-c2cccnc2)nn1 | -5.7% | i | -6.2% | 3.1% | -0.8% | · | 4.4% | 4.6%
FC(F)(F)c1cc(-c2ccccc2)nc2cc(-c3ccc(Br)cc3)nn12 | -17.9% | · | ? | -0.9% | 7.5% | · | · | ·
N#CCC(=O)Nc1ccc(C(=O)OCC(=O)Nc2ccccc2Sc2ccccc2)cc1 | 28.2µM* | -0.1% | -14.8% | 10.6% | 2.6% | · | 24.4% | -23.8%
COc1ccccc1NC(=O)C(Cc1ccccc1)NS(=O)(=O)c1ccc2c(c1)CCN2C(C)=O (stereo unspecified) | 1.5% | · | -0.6% | -3.8% | -1.0% | · | · | ·
CC(=O)Nc1ccc(Nc2ncnc3c2cnn3C)cc1 | 11.0% | · | 7.9% | -11.1% | -0.5% | · | · | ·
C(#Cc1ccccc1)Cn1nnc2ccccc21 | -7.6% | i | -12.8% | -15.9% | -2.0% | 20.8% | 4.6% | ?
Cc1ccc(/C=C/C(=O)O)cc1S(=O)(=O)N(C)CCO | -10.5% | -4.0% | -3.4% | -10.0% | -1.0% | 7.4% | 5.2% | 0.3%
COc1ccc(Cc2nc3c4c(ncn3n2)Oc2c(ccc3ccccc23)C4c2ccc(OC)c(OC)c2)cc1 (stereo unspecified) | -7.3% | -14.8% | -7.7% | 4.6% | -0.1% | ? | 4.0% | ?
CCCCN(C)Cc1c(C)[nH]c2ccc(Cl)cc2c1=O | -4.7% | -9.6% | 9.2% | -16.4% | 2.0% | 49.1%[activator] | -3.3% | 2.0%
C/C(=N\OCc1nc2ccccc2c(=O)n1/N=C/c1cc(C)cc([N+](=O)[O-])c1O)c1ccccc1 | -1.6% | ? | 3.98µM* | 0.0% | -2.0% | ? | 18.2% | 14.1µM*

Quoted at random: 4 entries already listed, in no set order.
smiles | Tau FP inhib | RECQ1 helicase | Tau fibril ThT | TRb-SRC2 inh | TexasRed fluor | L3MBTL1 inh | GoLoco inh red | JMJD2E inh
CCCCN(C)Cc1c(C)[nH]c2ccc(Cl)cc2c1=O | -4.7% | -9.6% | 9.2% | -16.4% | 2.0% | 49.1%[activator] | -3.3% | 2.0%
Cc1nn(Cc2ccc(Cl)c(Cl)c2)c(C)c1NC(=O)c1noc2c1CCc1ccccc1-2 | -7.1% | · | -7.9% | 2.5% | -20.0% | · | · | ·
CCCCCCC1CC(CCc2nc(=S)[nH][nH]2)C(=O)O1 (stereo unspecified) | 0.0% | i | 2.4% | -0.1% | -0.8% | -1.3% | -1.1% | 9.8%
COc1cccc(-c2cc(NCc3cccs3)ncn2)c1 | -12.3% | i | -13.1% | 1.6% | ? | · | 6.0% | -5.7%

(cont.)
smiles | Tau FP inhib | RECQ1 helicase | Tau fibril ThT | TRb-SRC2 inh | TexasRed fluor | L3MBTL1 inh | GoLoco inh red | JMJD2E inh
Cc1ccc(-c2c[n+](CC(=O)Nc3nc(-c4ccccc4)cs3)c3n2CCC3)cc1 | -2.2% | 0.0% | · | 1.3% | -0.2% | · | -4.7% | 8.7%
Cc1cc(NC(=O)CSc2nc3ccccc3c(=O)n2C2CCCC2)no1 | -3.7% | -0.5% | -5.8% | 12.1% | 0.6% | · | -15.7% | 16.8%
Cn1c(Cn2c(=O)sc3ccccc32)nnc1SCC(=O)NCCc1ccccc1 | 2.6% | 0.9% | -4.2% | -1.4% | -0.2% | 44.5%[activator] | 0.3% | 7.4%
CCc1ccc(NC(=O)c2ccc(CNS(=O)(=O)c3ccc4c(c3)C(C)(C)C(=O)N4C)cc2)cc1 | -19.3% | · | -7.9% | -2.1% | -1.9% | · | · | ·
O=C(O)CSC(C(=O)Nc1ccc(Br)cc1)c1ccccc1 (stereo unspecified) | -7.8% | 1.9% | -0.8% | -4.9% | -4.7% | 1.7% | 5.0% | -29.3%
CC(C)c1ccc(CNc2nc(-c3ccco3)nn2S(=O)(=O)c2ccc3ccccc3c2)cc1 | ? | · | -4.8% | -13.1% | -71.6% | · | · | ·
COC(=O)c1cn(C(=O)c2ccc(C)cc2C)c2ccccc12 | ? | i | -11.7% | -0.2% | 0.5% | 14.1% | 3.5% | 2.8%
Cc1ccccc1NC(=O)CSc1nnc(C)c(=O)[nH]1 | -5.2%&-1.0% | -3.8% | -4.9%&2.7% | -2.8%&-3.7% | -2.8%&0.9% | · | -7.9% | 4.1%
Cc1cc(NC(=O)c2cc(-c3cccs3)on2)nn1Cc1ccc(Cl)cc1 | -8.6% | -12.4% | -2.5% | 14.7% | 1.5% | -7.5% | 11.0% | ·
CC1=NNC(=O)C1C(c1ccc(Cl)cc1)C(C#N)C#N (stereo unspecified) | -4.4% | -5.4% | -24.7% | -0.1% | -4.1% | -2.6% | 5.4% | -19.4%
COc1ccc(-c2cc(=O)oc3c(C)c(OC(=O)c4cccs4)ccc23)cc1 | -0.9% | -4.8% | 2.0% | 3.2% | -1.6% | 3.9% | -10.9% | 4.5%
CC(=O)c1cccc(NC(=O)c2cccn2-c2nnc(N3CCCCC3)s2)c1 | -5.7% | · | -4.5% | 4.7% | -0.1% | · | · | ·

An excerpt; rates above refer to the full screens.
